# Ins promoter up = insulin promoter activators in MIN6 cells, imaging, high-content screening, mouse beta cells. MIN6 insulin promoter-GFP reporter; active compounds read high. z-score at 5 µM. 0.3% of 190,000 active;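 active = z-score above 3 at 5 µM with at least 500 cells counted in the well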
# HEK293 NOD2/NF-kB = NOD2 signaling inhibitors, cell-based, luminescence, uHTS, HEK293 (AID 1566). HEK293 NOD2/NF-kB luciferase reporter, luminescence; higher % means a stronger effect. one-dose inhibition, % at 4 µM; EC50 in µM for titrated hits. 0.63% of 290,000 active; in the data active = inhibition above about 50%; note: many of its hits are not listed in these tables
# NOD1 inhibition = NOD1 signaling inhibitors, primary screen, cell-based, luminescence, uHTS (AID 1578). 1% of 290,000 active. NOD1-driven NF-kB luciferase reporter cells, luminescence; higher % means a stronger effect. one-dose inhibition, % at 4 µM; EC50 in µM for titrated hits; in the data active = inhibition mostly above about 36%, no sharp cut-off; inactive = mostly below about 34%;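 note: HEK-293T reporter cells stimulated with the NOD1 agonist gamma-tri-DAP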
# bCat nuc transl = modulators of beta-catenin nuclear translocation, primary screen, imaging, HeLa cells, immunofluorescence, high-content. nuclear translocation activity, % at 5 µM. AID 1665, 2009. 0.3% of 190,000 active;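 active = nuclear translocation activity above 50% at 5 µM, with a well cell count of 50 or more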;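 note: per-cell ratio of nuclear to cytoplasmic median beta-catenin stain intensity; plate controls were DMSO negative control for no effect and GSK-3 inhibitor IX positive control for full effect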
#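 Read-out: Nuclear/cytoplasmic beta-catenin signal ratio, % activation | Assay system: Human HeLa cell line | Times: 24 h compound exposure at 37°C, 5% CO2 | Signal: Fluorescence imaging of beta-catenin antibody stain plus DAPI | Dosing: 5 µM primary, 0.02–20 µM confirmation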
# Yfh1-off respiration = enhancers of respiration in Yfh1-depleted yeast, dose response, Friedreich's ataxia, plus single-dose screen (AID 1465) | S. cerevisiae Yfh1-off respiration, WST-1 reduction, 72 h; higher fold induction means a stronger effect | fold induction at 50 µM, or EC50 in µM where a hit was titrated | 0.074% of 220,000 active;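 active = fold induction of absorbance versus untreated yeast above a set limit, then at least 30% activation at any dose in follow-up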;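 note: activators that raise dye reduction in frataxin-depleted yeast; strong numbers were not always called active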
# M17LAP inhibition = P. falciparum M17LAP inhibitors, primary screen, biochemical, fluorogenic H-Leu-NHMec substrate, 1536-well (AID 1619) | Leucine aminopeptidase (Plasmodium falciparum (isolate 3D7)) | recombinant M17LAP, H-Leu-NHMec fluorogenic kinetic assay; higher % means a stronger effect | inhibition, % at 30 µM; hits with a dose series show IC50 in µM | 0.38% of 220,000 active;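 active = compound inhibiting the enzyme by more than half at any dose during confirmatory dose-response retesting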;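 note: plate controls were full reaction with DMSO carrier for no effect and no enzyme background for full effect; strong numbers were not always called active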
# Dynein transport = inhibitors of GR-EGFP nuclear translocation, primary screen, dynein cargo transport inhibitor project, imaging, high-content, 3617.4 mouse cells; test concentration mostly 20 µM; stimulated with dexamethasone, 1 µM; active compounds read low; 0.47% of 220,000 active; z-score, hits read low;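 active = plate z-score of nuclear minus cytoplasmic receptor signal below a set negative limit, without overly bright fluorescence or cell loss, cut at about -3.5 in these data, passing the limit was not always enough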;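 note: z-score of nuclear minus cytoplasmic ring GR-EGFP intensity difference per well; some compounds called inactive have numbers as strong as hits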
#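 Buffer or medium – tet-free medium with charcoal-stripped serum · Signal – automated 10x imaging of fixed Hoechst-stained cells · Also added – dexamethasone agonist, 1.0 µM final, for 30 min · Incubation – induction 48 h, compound 1 h, agonist 30 min · Read-out – GR-EGFP nuclear translocation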
# Autophagy HCS = autophagy modulators in MEF cells, primary screen, imaging, high-content, MEF GFP-LC3; MEF GFP-LC3 puncta imaging; test concentration mostly 10 µM; calls only at 10 µM (by protocol); 0.98% of 190,000 active; AID 463193, 2010;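 active = percentage of spot-positive cells more than 3 SD above its plate mean, without a fluorescence outlier flag or 80% toxicity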;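 note: spot-positive cell cutoff set from DMSO-treated cells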
# MT stabilize HCS = microtubule stabilizers in HeLa cells, primary screen, imaging, high-content imaging; HeLa tubulin immunostaining HCS, 24 h; share of cells brighter than vehicle mean+2SD; % tubulin-high responders, % at 10 µM; 0.83% of 200,000 active;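 active = plate Z-score above 3 for both tubulin-high and condensed-nucleus cell shares, with cell loss under 80%, at 10 µM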;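 note: anti alpha tubulin signal scored within the nucleus-defined area of each cell; some results filed as inactive read as strong as hits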
# Dynein transport cytoplasmic EGFP = recorded beside Dynein transport, whose call it bears; z-score; measured here: cytoplasmic GR-EGFP intensity; active compounds read high
# Dynein transport nuclear GR-EGFP = also measured in Dynein transport; calls as there; z-score; measured here: nuclear GR-EGFP intensity;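 lower value marks the stronger effect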
# Dynein transport cell count = second read-out of Dynein transport, no call of its own (marks repeat the call); z-score; measured here: cell count per field
# Ins promoter up cell count = further read-out of Ins promoter up, marked with its call; cell count; measured here: cytotoxicity, nuclei count;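 total cells summed across four imaged fields per well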
# bCat nuc transl cell count 5 µM = also measured in bCat nuc transl; calls as there; cell count; measured here: cell count, cytotoxicity flag
# MT stabilize HCS Hoechst-high % = further read-out of MT stabilize HCS, marked with its call; % Hoechst-high responders; measured here: nuclear condensation Hoechst responders;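 share of cells brighter than vehicle mean plus two SD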
# MT stabilize HCS cytotoxicity % = also measured in MT stabilize HCS; calls as there; toxicity, %; measured here: cytotoxicity by cell density;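 0% = mean cell density of plate MIN control wells and 100% = no cells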
# Autophagy HCS cell loss 18 h = recorded beside Autophagy HCS, whose call it bears; toxicity, %; measured here: cell loss, nuclei count;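 cell loss after 18 h compound exposure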
# The depositor's hits bear a star; i = inactive; / = no result given. A portion of the library, so the mix of outcomes need not match the whole.
SMILES,Ins promoter up,Ins promoter up cell count,HEK293 NOD2/NF-kB,NOD1 inhibition,bCat nuc transl,bCat nuc transl cell count 5 µM,Yfh1-off respiration,M17LAP inhibition,Dynein transport,Dynein transport cytoplasmic EGFP,Dynein transport nuclear GR-EGFP,Dynein transport cell count,Autophagy HCS,Autophagy HCS cell loss 18 h,MT stabilize HCS,MT stabilize HCS Hoechst-high %,MT stabilize HCS cytotoxicity %
CCOC(=O)/C(=C\c1ccc(OC(F)F)cc1)C1=Nn2c(nnc2-c2ccc(Cl)cc2)SC1,-2.7,599,-80%,93%*,/,/,i,13%,-2.6,2.5,-0.75,-5.7,i,-2,3.0,3.1,5.9
N#Cc1c(N)n(CCOC(=O)c2cccc([N+](=O)[O-])c2)c2nc3ccccc3nc12,-0.54,1443,10%,-8%,1.6,952,i,-5%,0.37,0.39,0.68,-0.11,i,-7,1.8,1.5,7.9
CS(=O)(=O)N1CCN(C2Cc3ccccc3C2)CC1,0.03,907,-3%,-18%,/,/,i,2%,-0.87,-0.21,-0.27,0.57,i,-2,0.8,1.1,3.0
CCS(=O)(=O)c1ccc2c(c1)NC(=O)C(CCO)O2 (stereo not given),-0.25,1436,3%,12%,-1.5,974,i,-3%,-0.12,-0.3,0.033,-0.057,i,20,2.5,1.4,1.1
COc1ccc(NCc2nnc(SCC(=O)Nc3ccccc3OC)o2)cc1,0.98,893,6%,-21%,-0.1,1053,i,-45%,-0.3,-0.14,-0.26,0.31,i,1,1.4,1.6,15
NC(=O)C1CCN(CC(=O)Nc2ccccc2N2CCOCC2)CC1,0.4,1134,-1%,-7%,3.2,1259,i,-4%,-0.85,-0.21,-0.11,0.3,/,/,/,/,/
COc1ccc(-n2c(Cc3cccn3C)nnc2SCC(=O)Nc2ccc3c(c2)OCCO3)cc1,2.4,1018,7%,40%,-6.5,1096,i,10%,0.32,-0.21,0.46,-0.37,i,6,4.8,2.6,3.7
O=C(Oc1ccc(/C=N/Nc2ccccc2)cc1)c1ccccc1,/,/,-36%,-19%,/,/,i,0%,2.9,-0.17,0.25,-1.7,i,-37,2.5,2.1,8.1
CCCn1c(CN(C)Cc2ccccc2)nc2c1c(=O)n(C)c(=O)n2C,-1.5,521,16%,-22%,-2.0,1160,i,20%,-0.039,-0.22,0.16,-1.1,i,16,1.7,1.5,5.0
COc1ccc(N=Cc2nc(-c3ccco3)oc2O)cc1,/,/,-24%,-60%,13,433,i,10%,-0.77,-0.25,-0.52,0.88,i,-2,3.1,2.9,8.3
CCOC(=O)N1CCN(S(=O)(=O)c2cccc3nsnc23)CC1,-0.79,1112,12%,/,0.0,1092,i,11%,-0.36,-0.22,0.25,0.59,i,8,2.4,2.1,1.0
Cc1cc(Br)c2nc3c(c(C(=O)O)c2c1)CCCCC3,-0.11,1475,17%,-6%,-0.1,1139,i,9%,-0.13,-0.21,0.23,-0.75,i,-1,7.1,3.4,8.6
S=C(NCCN1CCOCC1)Nc1ccc(-c2nc3ccccc3[nH]2)cc1,-0.58,1045,8%,-42%,-1.7,1104,i,-3%,-0.35,-0.1,0.19,0.08,i,20,4.6,2.1,2.9
Nc1nc(SCC(=O)NCCO)nc2sc3c(c12)CCCC3,0.02,1214,8%,-44%,-2.2,1150,i,6%,-1.2,0.096,-0.066,1.3,i,17,3.2,1.2,21
Cc1cc(=O)[nH]c(NN=C(CC(C)C)CC(C)C)n1,-0.27,1435,-8%,-38%,0.4,1069,i,-1%,0.86,-0.088,0.39,-0.92,i,13,2.4,2.0,4.0
CCOc1ccc(NC(=O)C2CCCN(S(=O)(=O)c3c(C)n[nH]c3C)C2)cc1 (stereo not given),0,1326,-31%,-13%,-1.4,1044,/,-10%,-0.51,-0.27,0.011,0.32,i,17,1.2,1.1,6.5
COc1cc(S(=O)(=O)NC2CCCCC2)c(C)cc1C,-1.1,1596,15%,-40%,-0.7,1030,i,5%,-0.35,-0.25,-0.064,0.65,i,11,3.8,2.1,9.0
COc1ccc(CCn2c(N3CCN(Cc4ccccc4)CC3)nc3c2c(=O)[nH]c(=O)n3C)cc1,0.47,1363,-2%,-22%,-1.9,961,i,10%,0.08,-0.25,0.36,0.59,i,4,3.2,2.0,7.8
CCOc1nc(NC2CCCCC2)nc(NC(C)(C)C)n1,/,/,11%,-19%,0.6,423,i,-5%,0.35,0.23,0.76,0.43,i,3,2.5,1.6,6.2
O=C(O)COc1ccc2oc3ccccc3c2c1,0.22,1467,19%,-12%,-0.5,1516,i,1%,1.8,-0.27,1.4,-2.4,i,12,10,1.8,3.8
CC(=O)c1ccc(N2CCN(C(=O)C3(S(=O)(=O)c4ccc(Cl)cc4)CC3)CC2)cc1,-1.5,821,-17%,-8%,-1.3,746,i,3%,-0.49,-0.1,0.091,0.32,i,15,3.8,1.4,2.5
O=C(Nc1ccccc1N1CCOCC1)c1ccccc1NS(=O)(=O)c1ccc(F)cc1,0.95,869,14%,3%,-0.6,1085,/,-4%,-0.55,-0.13,-0.04,0.81,i,-5,2.3,1.7,6.1
N#Cc1ccccc1NC(=O)c1ccccc1OCC(=O)Nc1ccc2c(c1)oc1ccccc12,/,/,/,/,/,/,i,/,-0.25,-0.18,-0.097,0.77,i,-2,7.0,2.5,4.5
Cc1cccc(Cn2c(N(C)Cc3ccccc3)nc3c2c(=O)[nH]c(=O)n3C)c1,0.94,1864,24%,-30%,-1.6,1061,i,-12%,1.7,-0.16,1.2,-1,i,9,1.6,3.5,8.8
Cc1sc(-c2ccccn2)nc1OC(=O)c1cccc(Cl)c1Cl,1.1,1872,3%,-29%,1.3,1108,i,-5%,0.17,-0.24,-0.23,1.2,i,14,3.2,1.7,5.8
# (more compounds)
SMILES,Ins promoter up,Ins promoter up cell count,HEK293 NOD2/NF-kB,NOD1 inhibition,bCat nuc transl,bCat nuc transl cell count 5 µM,Yfh1-off respiration,M17LAP inhibition,Dynein transport,Dynein transport cytoplasmic EGFP,Dynein transport nuclear GR-EGFP,Dynein transport cell count,Autophagy HCS,Autophagy HCS cell loss 18 h,MT stabilize HCS,MT stabilize HCS Hoechst-high %,MT stabilize HCS cytotoxicity %
O=P(CCN1CCCCC1)(c1ccccc1)c1ccccc1,-0.73,1014,12%,6%,/,/,i,-5%,-0.3,-0.11,-0.088,-0.024,i,4,0.1,1.8,9.8
N#Cc1cnn2cc(CCN3CCOCC3)c(-c3ccc(F)cc3)nc12,0,1503,10%,-15%,-0.2,963,i,-11%,0.0065,-0.32,-0.058,0.87,i,9,4.0,1.5,5.6
CN(NC1OC(=O)c2ccccc21)c1ncc(Cl)cc1C(F)(F)F (stereo not given),-0.28,1382,-5%,-3%,-0.3,1243,i,10%,1.5,-0.24,0.48,-0.45,/,/,/,/,/
CCN(CC)CCCN(Cc1cc2cc(OC)c(OC)cc2[nH]c1=O)C(=O)Nc1ccccc1,-0.34,852,0%,-20%,-4.5,1250,i,12%,0.5,-0.076,0.31,0.27,i,6,1.8,2.1,12
COC(=O)c1cc(C)sc1NC(=O)CC1Nc2ccccc2NC1=O (stereo not given),2.2,1108,-3%,14%,0.7,1125,i,17%,1.6,0.34,0.36,-2.2,i,-6,6.0,3.2,6.5
O=c1[nH]c(/C=C/c2cccc3ccccc23)nc2ccccc12,-0.41,1484,-62%,-58%,0.0,1534,i,13%,0.88,-0.13,-0.26,-0.064,i,-8,4.2,0.8,9.3
FC(F)(F)c1nnc2c(Sc3ccccn3)nc3ccccc3n12,0.6,1580,-6%,/,-0.2,1407,i,-1%,-1.1,0.35,0.19,-0.57,i,14,3.0,1.8,7.3
Cc1cccc(NC(=S)N/N=C/c2cccc(O)c2)c1C,-0.59,977,-19%,6%,1.9,1325,i,-4%,0.32,-0.24,0.073,-0.45,/,/,/,/,/
CC(=O)c1ccc(N2CCN(C(=O)CCC(=O)c3cccs3)CC2)cc1,-0.4,1261,17%,-12%,3.9,1091,i,13%,1.9,-0.084,0.58,-1.8,i,3,2.0,1.9,1.9
CN(C)C(=O)c1ccc(NC(=O)CSc2nc3ccccc3[nH]2)cc1,-0.22,1198,16%,-15%,-0.7,1132,i,12%,1.8,-0.2,0.84,0.1,i,18,2.3,0.9,8.9
COc1cccc(/C=C2\SC(N)=NC2=O)c1OS(=O)(=O)c1ccccc1,-0.02,1184,-8%,-39%,-0.2,1084,i,-9%,-0.36,-0.26,-0.35,0.59,i,2,3.4,2.5,9.3
C=CCN1C=C2C(=O)C(C)(OC(=O)C3CCCC3)C(=O)C(c3ccccc3)=C2C=C1CCCC(=O)OC (stereo not given),-0.54,1114,25%,1%,0.2,1042,i,1%,0.081,-0.74,0.099,0.026,/,/,/,/,/
Clc1ccc(CNc2ccccc2NCc2ccc(Cl)nc2)cn1,-0.03,1353,-4%,-41%,1.4,1015,i,3%,-0.61,-0.32,-0.11,1.2,i,10,2.7,2.0,8.5
COCCNS(=O)(=O)c1cc(OC)c(C)cc1C,/,/,-6%,23%,-0.2,962,i,-6%,-0.53,-0.25,-0.16,0.41,i,6,4.3,3.5,4.0
COc1cccc(C(=O)OCc2ccccc2C#N)c1O,0.03,1144,-4%,-26%,-1.9,1119,i,-8%,-0.78,-0.23,-0.29,0.41,i,-4,2.5,2.5,0.2
Nc1cc(C(=O)N2CCCC2)cc(C(=O)N2CCCC2)c1,/,/,9%,1%,/,/,i,-6%,-0.048,0.28,0.39,-0.42,i,0,2.9,1.7,4.8
